# High-throughput results deposited in PubChem by The Scripps Research Institute Molecular Screening Center.
# PAD4 FP inh = inhibitors of human PAD4. AID 485272. inhibition, % at 6.36 µM. Q9UM07. hit rate 0.41% among 330,000. recombinant PAD4, RCA probe fluorescence polarization;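 active = percent inhibition above a cutoff equal to the mean of all tested compounds plus 3 SD, cut at about 15% in these data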;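 also: 0% = PAD4 with RCA probe and DMSO and 100% = probe without PAD4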
# PAFAH1B2 inh = blocks human PAF acetylhydrolase 1b catalytic subunit 2; P68402; recombinant PAFAH1B2, FP-rhodamine activity probe, fluorescence polarization; inhibition, % at 3.39 µM; hit rate 1.2% among 340,000;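 active = inhibition above the mean of all tested compounds plus 3 SD, cut at about 24% in these data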;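 also: 0% = enzyme with DMSO and 100% = wells lacking PAFAH1B2; many of its hits are not listed in these tables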
# Target sequence (P68402 whole entry, looked up): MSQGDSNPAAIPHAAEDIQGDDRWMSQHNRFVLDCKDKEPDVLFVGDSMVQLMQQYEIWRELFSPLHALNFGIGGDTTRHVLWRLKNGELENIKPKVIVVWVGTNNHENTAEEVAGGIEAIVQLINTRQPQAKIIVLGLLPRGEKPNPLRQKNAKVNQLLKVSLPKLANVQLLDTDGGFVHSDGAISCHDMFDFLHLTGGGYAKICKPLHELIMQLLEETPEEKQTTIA
# PREPL inh = inhibitors of human prolyl oligopeptidase-like enzyme PREPL. Q4J6C6. recombinant PREPL, fluorescence polarization activity-based probe. inhibition, % at 5.96 µM. hit rate 0.68% among 320,000; in the data active = inhibition above about 43%;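 also: 0% = enzyme with DMSO and 100% = wells lacking enzyme; many of its hits are not listed in these tables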
# PAFAH2 FP inh = inhibitors of human PAFAH2. inhibition, % at 3.39 µM. Q99487. hit rate 0.99% among 340,000. AID 492956. recombinant PAFAH2, FP-rhodamine activity probe, fluorescence polarization;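 active = inhibition above the mean over all tested compounds plus 3 SD, cut at about 30% in these data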;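 also: inhibitors block probe labeling of enzyme so polarization drops; 0% = enzyme with DMSO and 100% = wells lacking PAFAH2 protein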
# GSTO1 inh = blocks human GSTO1 in RBBP9 counter-screen. P78417. recombinant GSTO1, activity-based probe fluorescence polarization. inhibition, % at 5.96 µM. hit rate 1.1% among 300,000. AID 1974;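 active = inhibition above the campaign mean inhibition plus 3 SD, cut at about 35% in these data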;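 also: 0% = GSTO1-1 with DMSO and 100% = wells lacking GSTO1-1 enzyme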
# Target sequence (P78417 whole entry, looked up): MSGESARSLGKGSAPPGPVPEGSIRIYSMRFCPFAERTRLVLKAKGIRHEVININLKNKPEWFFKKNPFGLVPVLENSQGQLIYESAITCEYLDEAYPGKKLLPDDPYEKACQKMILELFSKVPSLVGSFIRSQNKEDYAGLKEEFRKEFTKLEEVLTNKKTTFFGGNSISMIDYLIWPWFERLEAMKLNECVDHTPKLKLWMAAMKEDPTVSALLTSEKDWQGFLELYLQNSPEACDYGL
# pPAFAH FP inh = inhibitors of human plasma PAF acetylhydrolase (pPAFAH) | recombinant pPAFAH, FP-rhodamine probe fluorescence polarization | hit rate 1.5% among 330,000 | Q13093 | inhibition, % at 3.39 µM;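 active = inhibition above the mean inhibition across the screen plus 3 SD, cut at about 25% in these data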;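 also: inhibitors block binding of the rhodamine activity-based probe so polarization drops; 0% = enzyme with DMSO and 100% = wells lacking pPAFAH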
# LYPLA2 counter = blocks human lysophospholipase 2, a PME1 counter-screen; O95372; recombinant LYPLA2, FP-Rh probe fluorescence polarization; inhibition, % at 5.9 µM; hit rate 0.38% among 320,000; AID 2177;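 active = inhibition above the screen-wide mean plus 3 SD, limit set per campaign, cut at about 26% in these data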;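 also: 0% = LYPLA2 with DMSO and 100% = wells lacking LYPLA2 enzyme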
# Target sequence (O95372 whole entry, looked up): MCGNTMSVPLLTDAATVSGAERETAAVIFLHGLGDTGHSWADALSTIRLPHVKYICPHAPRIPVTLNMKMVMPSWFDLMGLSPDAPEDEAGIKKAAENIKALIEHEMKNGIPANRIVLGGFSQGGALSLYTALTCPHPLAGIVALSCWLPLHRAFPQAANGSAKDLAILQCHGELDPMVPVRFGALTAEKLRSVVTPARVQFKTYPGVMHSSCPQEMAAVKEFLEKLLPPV
# LYPLA1 counter = blocks human lysophospholipase 1, a PME1 counter-screen. O75608. recombinant LYPLA1, FP-Rh probe fluorescence polarization. inhibition, % at 5.9 µM. hit rate 0.16% among 320,000. AID 2174;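 active = inhibition above the mean of all tested compounds plus 3 SD, set per campaign, cut at about 14% in these data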;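 also: inhibitors block serine hydrolase probe labeling of LYPLA1 so polarization falls; 0% = enzyme with DMSO and 100% = wells lacking LYPLA1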
# Target sequence (O75608 whole entry, looked up): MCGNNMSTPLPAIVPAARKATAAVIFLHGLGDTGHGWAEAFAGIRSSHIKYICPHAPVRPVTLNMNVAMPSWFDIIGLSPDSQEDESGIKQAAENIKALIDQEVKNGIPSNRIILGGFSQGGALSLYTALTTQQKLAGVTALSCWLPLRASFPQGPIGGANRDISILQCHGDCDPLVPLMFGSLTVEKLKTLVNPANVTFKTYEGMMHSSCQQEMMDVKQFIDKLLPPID
# PAFAH1B3 FP inh = PAFAH1B3 (human) inhibition; AID 492972; recombinant PAFAH1B3, FP-rhodamine probe, fluorescence polarization; inhibition, % at 3.39 µM; hit rate 0.28% among 340,000; Q15102;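 active = inhibition above the screen-wide average of all tested compounds plus 3 SD, cut at about 25% in these data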;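 also: 0% = enzyme with DMSO only and 100% = wells lacking PAFAH1B3 protein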
# * = called active by the depositor; x = not tested or not shown. A portion of the library (hit frequency here may not be typical).
SMILES,PAD4 FP inh,PAFAH1B2 inh,PREPL inh,PAFAH2 FP inh,GSTO1 inh,pPAFAH FP inh,LYPLA2 counter,LYPLA1 counter,PAFAH1B3 FP inh
COc1ccc(Cc2nnc(NC(=O)Nc3ccccc3)s2)cc1OC,7,8,-10,-9,-14,-6,-16,-12,-6
CCN(CC)CCCNc1nc2cc(OC)c(OC)cc2c2nc(-c3cccnc3)nn12,-2,-2,12,3,-11,-5,-6,-5,6
CCOc1ccc(NC(=O)CN2CC(c3ccccc3)CC2=O)cc1 (centres undefined),1,-2,1,-1,3,1,2,1,-2
Cc1ccc(S(=O)(=O)N2[C@@H](c3cccc(C)c3)C(C(=O)O)=C[C@H]2CC2CCCC2)cc1,-3,16,18,12,x,-2,x,x,1
CCN1CC2([N+](=O)[O-])CC=C(OC)C([N+](=O)[O-])(C1)C2 (centres undefined),-1,2,-8,-1,-1,2,3,0,1
CCN1C(=O)[C@H]2[C@@H](c3ccc(C)cc3)N3C(=O)N(c4ccc(C)cc4)C(=O)[C@@]3(Cc3ccccc3)[C@H]2C1=O,2,3,-8,-7,2,4,-2,-4,8
COc1ccccc1C(=O)Nc1nnc(SCC(=O)Nc2ccc3c(c2)oc2ccccc23)s1,0,-12,-23,-6,-14,-8,-32,-35,-33
O=[N+]([O-])c1ccc(S(=O)(=O)NCCN2CCOCC2)cc1,-5,2,8,2,-4,-7,-1,2,1
C#CCOCCOCCOCCNc1nc(N2CCN(C(=O)[C@H](CCCCN)n3cc(CCC(=O)O)nn3)CC2)nc(N2CCN(C(=O)[C@H](CCCCN)n3cc(CC(C)O)nn3)CC2)n1 (some centres undefined),-2,3,-8,3,5,0,-5,-1,7
CC(N=C1NS(=O)(=O)c2ccccc21)C(=O)NCc1ccc2c(c1)OCO2 (centres undefined),-2,5,-16,-2,-3,0,2,-1,3
CC(C)(C)c1ccc2c(c1)OC(C(=O)N/N=C/c1ccc([N+](=O)[O-])o1)CO2 (centres undefined),-9,x,3,x,19,28*,-3,-5,x
Cc1ccc(NC(=O)CSc2nnc(/N=C/N(C)C)s2)cc1,-4,0,-8,-7,13,0,-2,0,-1
O=C(CN(C(=O)C1CSC(=O)C1)c1ccc(F)cc1)NCc1ccc2c(c1)OCO2 (centres undefined),-4,-2,9,4,2,5,1,3,2
COc1ccc(OCC2NCCc3cc(OC)c(OC)cc32)cc1 (centres undefined),2,-4,4,-12,-7,1,0,0,6
CCOC(=O)C/C(=N\Nc1ncnc2ccccc12)c1ccccc1,-3,1,10,7,5,1,0,-2,-1
CCN1CCN(c2nc3c(C)cccn3c(=O)c2/C=C(\C#N)S(=O)(=O)c2ccc(Cl)cc2)CC1,-3,16,4,4,2,1,-8,-5,7
CCN(CC)CCCNC(=O)c1[nH]c(C)c(C(=O)NC2CCCCC2)c1C,-2,-1,-2,7,2,0,-1,-1,10
Cc1ccc(C(=O)c2c3ccc([N+](=O)[O-])cc3[n+]([O-])n2CCC(N)=O)cc1,-10,0,18,8,24,9,7,3,4
Cc1cc(NC(=O)CSc2nc3c(cc2C#N)CCC3)no1,-2,-1,-3,-1,6,7,-3,1,9
CCS(=O)(=O)c1ncc(Cl)c(C(=O)Nc2ccc(S(=O)(=O)N3CCCC(C)C3)cc2)n1 (centres undefined),-3,-26,1,-47,-104,-12,-50,-28,-48

# The final 3 compounds of the part before are carried over, then new ones follow:
SMILES,PAD4 FP inh,PAFAH1B2 inh,PREPL inh,PAFAH2 FP inh,GSTO1 inh,pPAFAH FP inh,LYPLA2 counter,LYPLA1 counter,PAFAH1B3 FP inh
Cc1ccc(C(=O)c2c3ccc([N+](=O)[O-])cc3[n+]([O-])n2CCC(N)=O)cc1,-10,0,18,8,24,9,7,3,4
Cc1cc(NC(=O)CSc2nc3c(cc2C#N)CCC3)no1,-2,-1,-3,-1,6,7,-3,1,9
CCS(=O)(=O)c1ncc(Cl)c(C(=O)Nc2ccc(S(=O)(=O)N3CCCC(C)C3)cc2)n1 (centres undefined),-3,-26,1,-47,-104,-12,-50,-28,-48
Cc1ccc(CNC(=O)C2CCN(S(=O)(=O)c3cccc4nonc34)CC2)cc1,-5,-1,0,0,-6,6,3,4,5
Cc1ccc(-c2csc3nnc(SCc4csc(C)n4)n23)cc1,0,-2,-19,-3,2,1,0,0,3
COc1cccc(C2CC(c3ccccc3)Nc3ncnn32)c1 (centres undefined),2,2,-45,-2,-3,-4,-5,3,2
Cc1ccc(S(=O)(=O)N2CCC(=O)N(C(COCc3ccc(C(F)(F)F)cc3)C(C)C)CC2)cc1 (centres undefined),1,19,34,-13,2,3,-1,0,14
COc1ccc(Cl)cc1NC(=O)c1cc(-c2ccc(C)cc2O)n[nH]1,-5,1,13,-5,0,4,0,-1,2
CSCC[C@H](NC(=O)C(C)Oc1ccc(Cl)cc1)c1nc2ccccc2[nH]1 (some centres undefined),-2,19,-9,4,7,3,4,-1,-1
COC(=O)c1ccc2c(=O)n(CC3CCCO3)c(SCC(=O)NCCc3ccc(S(N)(=O)=O)cc3)nc2c1 (centres undefined),-2,3,10,3,-6,-4,-4,4,8
CC(c1nccs1)N(C)C(=O)CCc1nnc(Cc2c[nH]c3ccccc23)o1 (centres undefined),-4,5,20,-3,1,0,6,0,3
CN(CCOc1ccccc1)CC(=O)Nc1ccc(Cl)c(S(=O)(=O)N(C)C)c1,-6,-3,4,-2,1,3,-4,0,1
Cc1ccc(CN2CC(C(=O)Nc3cccc(S(=O)(=O)N4CCCCC4)c3)CC2=O)cc1 (centres undefined),1,2,1,2,-3,10,-4,0,-7
Cc1c(NCc2nc3ccccc3[nH]2)c(=O)n(-c2ccccc2)n1C,-9,-2,9,3,3,-1,-2,-3,3
Cc1cc(C)nc(NC(=NCc2ccc3c(c2)OCO3)NC(=O)Nc2ccccc2)n1,0,2,13,-3,-3,-4,-14,-8,-1
O=C1CCCC2=C1C(c1cccs1)Nc1ccc3ncccc3c12 (centres undefined),3,1,17,-1,5,3,-1,2,4
Cc1cc(SCC(=O)OCC(=O)NC(C)c2ccccc2)c(C)cc1Br (centres undefined),6,5,8,4,-2,17,-5,-3,4
CCc1c(C)nc2ncnn2c1N1CCN(S(=O)(=O)c2ccc(OC)cc2)CC1,1,13,-11,1,-4,3,1,1,4
COc1ccc(/C=C(/NC(=O)c2ccc(C)cc2)C(=O)N2CCCC2)cc1OC,0,-1,2,-8,2,0,4,-2,-3
Cc1ccccc1CN1CCC(n2nccc2NC(=O)CCCc2ccccc2)CC1,-6,4,18,-21,3,-1,1,0,1
CC(C)c1ccc(NC(=O)c2ccc3snnc3c2)cc1,-4,-2,-1,-10,-2,3,4,-3,-5
CCn1cnc2c(NCCc3cccnc3)nc(C#N)nc21,-1,5,4,-1,x,-6,-7,-4,-9
COc1ccc(NC(=O)c2cc3ccccc3o/c2=N\NS(=O)(=O)c2ccc(C)cc2)cc1,-4,3,0,-2,5,4,8,0,3
CCOC(=O)N1CCN(CC(=O)Nc2cc(OC)c(OC)cc2C#N)CC1,-1,-3,1,-2,4,3,4,4,9
CCN(CC)c1ncnc2c1cnn2Cc1ccc(Cl)cc1,-2,1,17,0,2,3,7,1,5
COc1ccccc1CNC(=O)CCn1c(=O)sc2ccccc21,-7,2,-11,3,-4,0,1,-3,6
S=C(NCC1CCCO1)Nc1ccccc1Cl (centres undefined),1,1,4,2,-6,1,1,2,6
COc1ccc(S(=O)(=O)CCC(=O)Nc2ccc(OC)cc2OC)cc1,-2,-3,12,5,1,9,7,1,4
Cc1cc(C)c(S(=O)(=O)Nc2ccc[nH]c2=O)c(C)c1,-5,1,9,12,3,9,-1,6,4
CCCCCCSc1nc(O)c(C2OC(=O)c3c2ccc(OC)c3OC)c(=O)n1CC (centres undefined),2,24,-3,15,11,31*,9,6,3
CCOC(=O)c1ccc(N2C(=O)CC(N3CCC(C(N)=O)(N4CCCCC4)CC3)C2=O)cc1 (centres undefined),-5,-2,12,2,1,-4,2,2,7
CCOC(=O)CCc1c(C)c2ccc3c(c2oc1=O)CN(CCCO)CO3,2,3,23,0,-2,3,4,2,-6
Cc1ccc(S(=O)(=O)N2CCCN(S(=O)(=O)c3ccc(C(F)(F)F)cc3)CC2)cc1,-2,1,4,2,-2,-2,2,-3,0
CCOC(=O)C1CCCN(c2c(NCCN(C)Cc3ccccc3)c(=O)c2=O)C1 (centres undefined),-4,4,0,-4,-1,-1,-5,-5,-4
Cc1cccc(-c2c3c(nc4c2c(=O)n(C)c(=O)n4C)-c2ccccc2C3O)c1 (centres undefined),-5,1,3,15,-2,1,-3,-3,5
CSc1ccc(/C=N/n2c(C)cc(C)cc2=O)cc1,0,7,3,1,-2,5,1,-6,9
Cc1ccc(C)c(S(=O)(=O)N(C)C2(C)CCS(=O)(=O)C2)c1 (centres undefined),-2,5,4,-4,0,4,-3,3,3
Oc1cccc(-c2nc3ccccc3s2)c1,-1,0,-64,-5,14,-1,6,-3,3
CCn1c(C)c(C)c2cc(C(=O)NC3CCCCCC3)ccc21,-4,0,1,4,2,2,-1,-8,2
CC(NC(=O)c1ccc(CS(C)(=O)=O)cc1)C1CC2CCC1C2 (centres undefined),2,9,-6,5,2,-1,-1,0,8
CN(C)c1ccnc2sc(C(N)=O)c(N)c12,-6,4,28,3,6,4,8,0,10
O=C1CCCC(O)=C1N=Nc1ccc2c(c1)OCO2,-2,-3,3,3,4,2,-4,2,-4
CCOc1ccccc1CNC(=O)CCCC(=O)n1nc(C)c2ccccc21,-7,-1,-12,2,5,5,6,1,9
CCOc1ccc(CCNC(=O)c2ccc(CNS(=O)(=O)c3ccccc3)cc2)cc1OCC,-3,2,6,-5,2,7,6,0,5
COc1cc(C(=O)NCC(c2cccs2)N2CCOCC2)cc(OC)c1OC (centres undefined),4,5,7,2,2,5,2,4,12
COc1ccc2c(c1)CC[C@@H]1[C@@H]2CC[C@]2(C)C(=O)CC[C@@H]12,-2,1,-24,0,1,3,-2,0,19
CCn1c(C)nnc1SCC(=O)NC1CCCC1,-5,4,-1,-15,-3,11,3,0,0
CN(C)S(=O)(=O)N(CC(=O)N1CCN(c2ccccc2F)CC1)c1ccccc1,4,5,-7,2,-2,2,0,0,2
Cc1ccc(-c2noc(COc3ccc4c(c3)OCO4)n2)cc1,-2,-2,0,-6,4,5,10,-2,1
COc1ccccc1CNC(=O)C1CCCN(S(C)(=O)=O)C1 (centres undefined),-1,4,0,1,5,-1,2,3,-7
O=C(N=Nc1c(O)n(Cc2ccccc2)c2ccccc12)c1ccncc1,-1,4,7,4,7,6,-1,4,4
Fc1ccc(-c2nc3nc4ccccc4nc3n2Cc2ccco2)cc1,0,0,-1,-8,3,-1,0,-3,8
O=C(CC1S/C(=N/N=C/C=C/c2ccccc2)NC1=O)Nc1ccc(Cl)c(Cl)c1 (centres undefined),-5,-4,-4,-9,0,2,-4,0,-8
CCOC(=O)c1sc(NC(=O)CSc2nc(O)c(Cc3ccccc3)c(=O)[nH]2)nc1C,9,5,1,0,-2,6,-3,-3,2
COc1ccc(OC)c(-n2c(O)cnc2Nc2nc(C)cc(C)n2)c1,0,-7,6,-4,10,6,5,0,12
